mABHD4 FP: inhibitors of mouse ABHD4; Q8VD66; purified mABHD4, FP-Rh probe fluorescence polarization; inhibition, % at 8.92 µM; 370,000 tested, 0.54% active; AID 720543;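 active = inhibition exceeding the mean over every tested compound plus 3 SD, cut at about 30% in these data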;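 note: 0% = plate median of compound wells and 100% = S159A mutant with DMSO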
Target sequence (Q8VD66 whole entry, looked up): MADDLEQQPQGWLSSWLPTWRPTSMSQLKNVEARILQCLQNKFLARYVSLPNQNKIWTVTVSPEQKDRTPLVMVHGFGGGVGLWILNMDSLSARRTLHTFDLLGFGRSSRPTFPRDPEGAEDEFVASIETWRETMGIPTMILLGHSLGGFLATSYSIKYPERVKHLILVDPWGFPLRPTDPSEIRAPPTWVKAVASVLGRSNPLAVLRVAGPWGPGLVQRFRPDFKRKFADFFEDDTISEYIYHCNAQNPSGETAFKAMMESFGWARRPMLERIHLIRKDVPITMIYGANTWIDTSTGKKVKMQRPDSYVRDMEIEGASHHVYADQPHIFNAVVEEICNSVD
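Doses – 8.92 µM, single dose · Material – wild-type mouse ABHD4 protein · Replication – single well per compound (singlicate) · Measure – percent inhibition of probe binding, normalized to plate controls · Schedule – 45 min compound pre-incubation plus 60 min probe step, 25 °C · Detection – fluorescence polarization with parallel and perpendicular emission, 525/598 nm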
UHRF1 binding: blocks human UHRF1 binding to methylated DNA | UHRF1 binding to methylated oligo, TR-FRET | 370,000 tested, 0.75% active | inhibition, % at 4.4 µM | AID 687016; in the data active = inhibition above about 21%;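 note: UHRF1 SRA domain binding a hemimethylated CpG hairpin DNA probe; 0% = median of test compound wells and 100% = reference inhibitor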
HTRA1 inhibitor: blocks human HTRA1 serine peptidase; Q92743; recombinant HTRA1, FP-rhodamine activity-based probe, fluorescence polarization; inhibition, % at 5.96 µM; 340,000 tested, 0.5% active; AID 504803; in the data active = inhibition above about 36%;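 note: 0% = enzyme with DMSO and 100% = wells lacking enzyme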
LEDGF integ inh: blocks HIV-1 LEDGF/p75-dependent DNA integration; TR-FRET IN-LEDGF/p75 DNA integration, Eu/Cy5; inhibition, % at 3.7 µM; 370,000 tested, 0.64% active; AID 743269;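 active = inhibition above the screen-wide mean plus 3 SD, cut at about 13% in these data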;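 note: signal is the Cy5 over europium emission ratio at 671 and 618 nm; 0% = plate median of compound wells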
Tn7 DDE FP: disrupts Tn7 cyclic peptide binding to fibrin D-Dimer-E complex. P02675. FP displacement of FITC-Tn7 peptide from fibrin DD(E); 0% = median of compound wells per plate. inhibition, % at 8.3 µM. 370,000 tested, 0.13% active. AID 720508;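 active = inhibition above the mean of compounds falling within the control limits plus 3 SD of them, cut at about 14% in these data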;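 note: 0% = plate median of compound wells and 100% = 10 µM Aha-Tn7 peptide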
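Assay system: Fibrin-DD(E) protein isolated from polymerized human fibrin clots; read-out basis: percent inhibition; medium: Tris/NaCl/CaCl2 buffer, pH 7.8; signal: FP measurement; incubation: 10 min plus 3 h, room temperature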
TDP2 inh: TDP2 (human) inhibition, absorbance primary screen; inhibition, % at 12.8 µM; recombinant TDP2, T5PNP hydrolysis, p-nitrophenol absorbance 415 nm; 370,000 tested, 0.34% active; AID 720702; O95551;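 active = inhibition above the mean of all tested compounds plus 3 SD, set per campaign, cut at about 25% in these data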;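 note: 0% = DMSO with enzyme and 100% = buffer with substrate but no TDP2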
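Incubation: 2 h at 37 °C; Test system: recombinant human TDP2; Quantity: enzyme 120 nM; Read-out basis: percent inhibition; Medium: 50 mM Tris-HCl pH 7.5 with Mg2+, KCl, DTT, BSA; Repeats: single replicate; Compound: 12.8 µM single point, 1% DMSO; Signal: epi absorbance; Reagent: 5 mM T5PNP chromogenic substrate; Benchmarks: no-enzyme high, DMSO-plus-enzyme low.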
TCR-CD3 inh: inhibitors of human TCR-CD3 interaction | TAMRA-labeled TCR probe fluorescence, biochemical | inhibition, % at 9.4 µM | 360,000 tested, 0.37% active | AID 651800; in the data active = inhibition above about 19%;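 note: recombinant mutant TCR 2C K166C tagged with TAMRA read by polarization; 0% = receptor in buffer alone and 100% = receptor with positive control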
PRMT1 FP inh: inhibitors of human PRMT1; Q99873; recombinant PRMT1, activity-based probe fluorescence polarization; inhibition, % at 2.79 µM; 370,000 tested, 1.3% active; AID 652257;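 active = inhibition above about 21% made by adding two undisclosed values, limit read from the data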
PG9 binder: PG9 antibody binding by small molecule; TR-FRET gp120-PG9 antibody binding; inhibition, % at 6.7 µM; 360,000 tested, 0.43% active; in the data active = inhibition above about 8.5%
SIAE primary: inhibitors of human sialic acid acetylesterase SIAE. SIAE FP-Rh probe binding, fluorescence polarization. inhibition, % at 9.66 µM. 370,000 tested, 0.69% active;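 active = inhibition above a cutoff: mean of compounds within the control limits plus 3 SD of those, cut at about 17% in these data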;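 note: 0% = plate median of compound wells and 100% = probe without SIAE protein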
Target sequence (Q9HAT2 whole entry, looked up): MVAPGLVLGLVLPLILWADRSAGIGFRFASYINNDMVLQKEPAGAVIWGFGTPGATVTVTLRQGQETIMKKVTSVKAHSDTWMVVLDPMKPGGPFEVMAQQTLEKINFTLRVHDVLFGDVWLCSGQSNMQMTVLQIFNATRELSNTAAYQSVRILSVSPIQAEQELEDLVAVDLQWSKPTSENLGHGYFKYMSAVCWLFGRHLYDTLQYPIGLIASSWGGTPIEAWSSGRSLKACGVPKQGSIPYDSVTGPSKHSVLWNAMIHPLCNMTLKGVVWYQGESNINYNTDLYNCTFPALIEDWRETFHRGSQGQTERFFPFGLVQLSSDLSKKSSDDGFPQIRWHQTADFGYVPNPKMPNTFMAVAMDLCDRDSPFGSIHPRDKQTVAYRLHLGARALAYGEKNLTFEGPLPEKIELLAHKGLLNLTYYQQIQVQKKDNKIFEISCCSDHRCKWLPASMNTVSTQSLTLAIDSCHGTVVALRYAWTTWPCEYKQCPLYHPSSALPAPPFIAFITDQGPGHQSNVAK
Starred values were filed as active, the others as inactive; . = not tested or not shown.

Molecule,mABHD4 FP,UHRF1 binding,HTRA1 inhibitor,LEDGF integ inh,Tn7 DDE FP,TDP2 inh,TCR-CD3 inh,PRMT1 FP inh,PG9 binder,SIAE primary
O=C(Nc1c(Cl)cc(Cl)cc1C(=O)NCC1CCCO1)c1ccco1 (centres undefined),-9,7,-8,2,-2,-1,-6,5,1.1,2
COc1ccc(-c2ccc(C(=O)O)c(=O)[nH]2)cc1,0,-2,-3,2,6,7,-1,-5,-1.7,5
Cc1ccc(NC(=O)C(NC2CCCc3ccccc32)c2ccccc2)cc1Cl (centres undefined),0,4,-44,1,-4,2,3,0,-1.9,-14
c1ccc(Oc2ccc(-c3ccn[nH]3)cc2)cc1,-6,-1,-10,-2,0,-7,7,0,-1.9,-9
CCc1nc2ccccc2c(C(=O)OCC(=O)Nc2ccc(NC(C)=O)cc2)c1C,-1,12,-5,-3,-2,1,-11,7,1.1,-12
COc1cccc(CNc2ccc3c(c2)nc(C)n3C)c1OC,1,-2,10,-5,2,-1,-6,0,-2.7,1
Cc1cccc(-n2c(C)cc(C(=S)N3CCOCC3)c2C)c1C,1,0,5,-1,2,-3,-10,9,1.3,-2
Cc1c(NC(=O)c2cccc(F)c2)c(=O)n(-c2ccccc2)n1C,0,-2,7,5,4,6,8,-3,0.9,3
COc1cccc(-c2nnc(SCC(=O)OC(C)C)n2-c2ccc(Cl)cc2)c1,-2,-3,.,-1,-2,-2,.,2,.,0
Nc1c(NC=O)c(=O)n(Cc2ccccc2)c(=O)n1Cc1ccccc1,-2,1,-6,0,2,-3,-1,-2,-2.4,-3
CCOC1=C2[C@@H](CN(S(=O)(=O)c3ccc(C)cc3)[C@H]2c2cccs2)[C@H]2C(=O)N(c3ccccc3)C(=O)[C@H]2C1,1,0,.,4,-11,-7,-10,-3,-1.3,1
CCN(C(=O)COC(=O)c1c(C)c(-c2ccccc2)nc2ccccc12)C1CCS(=O)(=O)C1 (centres undefined),-2,7,-6,2,-5,6,8,-1,-1.7,-5
O=c1[nH]c2cc([N+](=O)[O-])ccc2c2cc(Br)ccc12,17,-10,2,1,-1,-1,-3,0,-1.4,3
CCCNC(=O)C1CCN(S(=O)(=O)c2c(C)noc2/C=C\c2ccc(OC)cc2)CC1,-5,2,-3,3,-5,-10,-8,-1,-1.2,2
CCN1CCN(C(=S)Nc2ccsc2C(=O)OC)CC1,0,3,15,-1,2,-2,0,-3,-1.6,2
O=C(NNC(=O)C1CCN(Cc2ccccc2)CC1)c1cccc(Cl)c1,-2,1,-4,2,3,-9,-1,-1,0.1,3

Complete entries from above. Screens in order: mABHD4 FP, UHRF1 binding, HTRA1 inhibitor, LEDGF integ inh, Tn7 DDE FP, TDP2 inh, TCR-CD3 inh, PRMT1 FP inh, PG9 binder, SIAE primary
Listed for O=C(NNC(=O)C1CCN(Cc2ccccc2)CC1)c1cccc(Cl)c1 = -2, 1, -4, 2, 3, -9, -1, -1, 0.1, 3
Listed for CCN1CCN(C(=S)Nc2ccsc2C(=O)OC)CC1 = 0, 3, 15, -1, 2, -2, 0, -3, -1.6, 2

The listing continues:
Molecule,mABHD4 FP,UHRF1 binding,HTRA1 inhibitor,LEDGF integ inh,Tn7 DDE FP,TDP2 inh,TCR-CD3 inh,PRMT1 FP inh,PG9 binder,SIAE primary
CNC(C)C(=O)NC(C(=O)NC(C)C(=O)Nc1cccc2ccccc12)C(C)C (centres undefined),1,1,.,-4,-2,0,-4,5,-2.0,-4
CCCN1CCC(NC(=O)CCc2nnc(-c3ccccc3)o2)CC1,1,1,2,0,1,-5,7,-1,-1.1,1
CCc1nnc(NS(=O)(=O)c2ccc(NC(=O)c3ccc(S(=O)(=O)N(CC)CC)cc3)cc2)s1,-19,2,-4,0,8,5,-2,2,-0.6,-10
COc1ccccc1C(=O)Nc1ccc(Oc2nnc(-c3ccc(C)cc3)c3ccccc23)cc1,-21,-5,-5,0,-2,11,6,-3,-0.1,-7
COc1ccc(C(=O)COC(=O)[C@@H](NS(=O)(=O)c2ccccc2)C(C)C)cc1,1,0,0,0,-4,2,-1,-1,-2.9,-2
O=S(=O)(c1cc(Cl)ccc1Cl)N1CCNCC1,-4,3,2,0,1,-5,-4,4,0.1,-5
CC(=O)Nc1sc(-c2ccc(Cl)cc2)nc1-c1ccccc1,-2,2,-5,-5,-1,-11,0,3,0.3,-4
O=C(OCCNc1nc(-c2ccccc2)nc2ccccc12)c1ccncc1,-8,2,-22,1,8,4,5,0,-0.9,-5
CC(C)CCC(O)(CCC(C)C)C(=O)NN1CCCCC1,0,0,6,-2,2,-5,1,0,-1.7,0
C=CCn1c(/N=C/c2ccc3c(c2)OCO3)nc2ccccc21,0,-1,-1,1,0,4,8,1,-0.7,0
CCNc1ccc(S(=O)(=O)N(C)C)cc1NCC(=O)Nc1ccccc1Cl,-5,3,-2,6,-12,-4,4,-2,-4.7,8
O=C(NCCCN1CCOCC1)C(=O)N/N=C/c1ccccc1Cl,5,1,0,-2,7,-6,13,-1,-0.6,-2
O=C(COc1cc2oc(=O)cc(-c3ccccc3)c2cc1Cl)NCC1CCC(C(=O)O)CC1 (centres undefined),-36,2,2,-1,11,-2,-9,4,0.0,-2
CCOc1ccc(S(=O)(=O)NCCC(=O)OCC(=O)c2ccc(NC(C)=O)cc2)cc1,-24,-1,-4,-3,4,1,-4,3,-1.3,2
COc1ccccc1C(=O)NCCC(=O)NCC(c1ccccc1OC)N1CCCC1 (centres undefined),-2,1,-2,-2,4,-4,3,-1,1.2,2
CCCCNC(=O)[C@H](CSCc1ccccc1)N1Cc2ccccc2C1=O,-4,-2,-15,0,6,12,3,1,-0.4,2
CC(=O)c1ccc(N2CCN(C(=O)c3noc4c3CSc3ccccc3-4)CC2)cc1,-5,2,2,-4,-1,0,0,18,0.6,8
Cc1cc2nnc(SCC(=O)N3CCOCC3)n2c2ccccc12,0,-1,-10,2,-7,-9,8,0,0.1,-3
O=C(NCc1cccnc1)NC1(c2ccccc2)CC1,0,-2,3,0,-8,-2,2,-4,-0.3,3
NC(=O)c1ccc(-n2nnnc2SCc2ccc(F)cc2)cc1,-3,-1,-1,-1,-2,-3,5,0,-1.2,-1
CC(=O)Oc1ccccc1C(=O)N1CCN(S(=O)(=O)c2ccc3ccccc3c2)CC1,3,0,-5,1,11,-9,2,-3,-0.1,4
Cc1ccc2oc(=O)c3cnn(CC(=O)N4CCCCC4C)c3c2c1 (centres undefined),-1,0,-5,-2,0,2,3,0,-0.7,-1
CCOC(=O)Nc1ccccc1N1C(=O)c2ccccc2C1=O,-4,1,-1,4,3,1,-7,2,1.6,2
CCOC(=O)c1nnn(-c2nonc2N)c1-c1ccc(Br)cc1,-1,-3,-7,-3,7,6,3,-2,2.0,-5
Cc1ccc(S(N)(=O)=O)cc1NC(=O)/C=C/c1ccc2c(c1)OCO2,-5,1,0,4,-4,-3,-8,-1,-2.9,-4
CN(C)S(=O)(=O)c1ccc(NC(=O)Cn2c(-c3ccccc3)noc2=O)cc1,2,4,-4,-4,4,4,1,1,0.2,-6
O=C(c1ccc2c(c1)OCO2)[C@@H]1[C@@H]2C(=O)N(C3CCCCC3)C(=O)[C@@H]2C2c3ccccc3C=CN21 (some centres undefined),5,-10,-7,-1,9,7,-1,0,-0.4,2
COCCNc1nc2ccccc2nc1NS(=O)(=O)c1ccc(C)cc1C,-1,1,-1,-3,-9,-2,2,-2,0.4,-2
O=C1NC(=Nc2cccc(O)c2)S/C1=C\c1cccc([N+](=O)[O-])c1,-2,-4,-35,3,2,-11,7,-8,-1.4,-3
COc1cc(CCN(C(=O)c2cccc(S(C)(=O)=O)c2)C(CCc2ccccc2)c2nc3ccccc3[nH]2)cc(OC)c1 (centres undefined),-2,-1,.,3,-5,-6,-4,-4,-1.6,-1
Cc1cc(Br)c(S(=O)(=O)NCc2cccnc2)cc1C,-1,2,-3,3,1,-5,-2,-1,0.3,-2
CCC(=O)N1CCc2cc(S(=O)(=O)CCC(=O)O)ccc21,2,2,-4,-2,6,9,-5,0,-0.6,-1
NC1=CC(=O)C(=O)c2cccnc21,59*,22*,38*,40*,0,70*,24*,19,-6.5,1
Cc1nnnn1/C(=C\c1ccccc1)C(=O)OCC(=O)NC1CCCCC1,2,-2,11,-7,-3,-9,-6,5,-0.5,-2
CC(C)CC(CO)N1CCN(C(=O)c2ccc(Cl)c(Cl)c2)CCC1=O (centres undefined),0,-1,-6,0,-3,5,3,-2,-1.2,1
CCOC(=O)C1=C(CSCc2ccccc2)NC(=O)NC1c1cc(C)ccc1C (centres undefined),0,5,-45,2,0,-12,-6,0,-2.5,-1
COc1ccc(N2CCN(C(=O)C(=O)c3cccc([N+](=O)[O-])c3)CC2)cc1,-5,3,.,-2,4,-8,-13,4,-0.2,-1
Cc1nc2ccc(N)cc2c(=O)n1Cc1ccc(Cl)cc1,-4,5,-1,0,6,-2,-6,5,1.3,3
O=C(NNC(=O)c1cccc(Cl)c1)NNC(=O)c1cccc(Cl)c1,-7,1,-1,3,1,4,-7,2,2.8,-1
Cc1cc(C)c(S(=O)(=O)c2cccc(Br)c2C)c(Cl)n1,2,0,-6,-7,2,2,-3,1,-0.7,-3
Cc1oc(-c2cccs2)nc1CN1CCN(C(C)C)C(CCO)C1 (centres undefined),3,1,0,5,-8,-8,-1,-8,-1.1,1
O=S(=O)(NC1=NCCC1)c1cccc(NS(=O)(=O)c2ccc(F)c(Cl)c2)c1,1,3,9,-3,4,7,-1,0,1.0,0
CC(=O)N[C@H]1C(O)O[C@H](CO)[C@@H](O)[C@@H]1O (some centres undefined),-7,0,8,6,-4,5,3,-4,-0.2,-14
COc1ccc(CNC(=O)C(=O)NCC2CCCN2S(=O)(=O)c2cccs2)cc1 (centres undefined),3,-1,-5,1,4,-2,1,0,2.7,1
Cc1cc2c(cc1S(=O)(=O)Nc1cccc(F)c1)n(C)c(=O)c(=O)n2C,-3,5,2,3,-2,-7,-5,6,-0.4,-2
Cc1cccc(N(C(=O)c2ccc(Cl)cc2)C2CS(=O)(=O)CC2OC(=O)c2ccc(Cl)cc2)c1 (centres undefined),-5,4,-41,-1,11,-3,-3,-1,-0.4,2
Cc1ccc2c(c1)C1CN(C)CCC1N2S(=O)(=O)c1ccc(Oc2ccc([N+](=O)[O-])cc2)cc1 (centres undefined),15,-3,-11,-3,-1,-5,11,-4,-3.5,5
CCOC(=O)C(C(=O)OCC)C(Nc1cccc(Br)c1)c1ccccc1 (centres undefined),-1,0,6,-2,-3,4,3,2,-0.6,17
COc1ccc(-c2coc3cc(OC)ccc3c2=O)cc1,9,-2,-3,-2,-1,-1,-6,6,0.1,1
